# Vif inh = blocks HIV Vif function | HEK293T cells, Vif self-association by quenched fluorescence, imaging, 24 h | inhibition, % at 7.49 µM | actives 0.35% (n = 340,000); in the data active means inhibition above about 50%, passing the limit was not always enough; further: some results filed as inactive read as strong as hits
# COUP-TFII inh = NR2F2 (human) inhibition, primary screen; AID 686940; actives 0.7% (n = 370,000); inhibition, % at 8.6 µM; HEK293T NGFI-A luciferase reporter, luminescence; P24468;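 active means inhibition above a per-plate cutoff, mean inhibition of test wells between control levels plus 3 SD, cut at about 38% in these data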;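 further: cells cotransfected with COUP-TFII expression vector driving the NGFI-A reporter; 0% = median of COUP-TF2 test wells and 100% = reporter-only cells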
# LRH-1 inv ag = suppresses constitutive activity of human LRH-1. O00482. AID 602396. inhibition, % at 3.6 µM. HEK293T StAR-luciferase reporter, LRH-1 transfected, 24 h. actives 0.13% (n = 360,000);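 active means inhibition above the mean inhibition of all tested compounds plus 3 SD, cut at about 73% in these data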;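 further: 0% = DMSO wells and 100% = reporter-only cells lacking LRH-1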
# NCOA3 inh = human NCOA3 inhibition. HEK293 GAL4-SRC3 luciferase reporter, luminescence. inhibition, % at 3.6 µM. actives 0.17% (n = 360,000). AID 588352. Q9Y6Q9;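 active means inhibition above a per-campaign cutoff, the mean of all compounds plus 3 SD, cut at about 60% in these data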;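 further: 0% = DMSO-treated cells and 100% = gossypol-treated cells at 36 µM; higher means less SRC3-driven luciferase light from the GAL4 reporter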
# TLR9-MyD88 inh = blocks human TLR9 binding to MyD88; inhibition, % at 4.98 µM; CHO BLA complementation TLR9-MyD88, CCF4 FRET ratio; AID 504734; actives 0.21% (n = 340,000); Q9NR96+Q99836;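 active means inhibition above the mean over all tested compounds plus 3 SD, cut at about 21% in these data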;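 further: 0% = DMSO only wells and 100% = clavulanate BLA inhibitor control wells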
# Target sequence (Q99836 whole entry, looked up): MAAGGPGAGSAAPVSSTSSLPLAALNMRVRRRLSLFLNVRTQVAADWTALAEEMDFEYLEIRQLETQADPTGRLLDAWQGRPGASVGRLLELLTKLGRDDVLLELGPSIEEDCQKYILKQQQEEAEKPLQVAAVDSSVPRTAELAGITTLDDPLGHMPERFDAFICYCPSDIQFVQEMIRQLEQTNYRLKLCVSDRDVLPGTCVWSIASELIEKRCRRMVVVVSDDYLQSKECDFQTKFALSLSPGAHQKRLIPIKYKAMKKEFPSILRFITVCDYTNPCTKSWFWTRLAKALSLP
# Target sequence (Q9NR96 whole entry, looked up): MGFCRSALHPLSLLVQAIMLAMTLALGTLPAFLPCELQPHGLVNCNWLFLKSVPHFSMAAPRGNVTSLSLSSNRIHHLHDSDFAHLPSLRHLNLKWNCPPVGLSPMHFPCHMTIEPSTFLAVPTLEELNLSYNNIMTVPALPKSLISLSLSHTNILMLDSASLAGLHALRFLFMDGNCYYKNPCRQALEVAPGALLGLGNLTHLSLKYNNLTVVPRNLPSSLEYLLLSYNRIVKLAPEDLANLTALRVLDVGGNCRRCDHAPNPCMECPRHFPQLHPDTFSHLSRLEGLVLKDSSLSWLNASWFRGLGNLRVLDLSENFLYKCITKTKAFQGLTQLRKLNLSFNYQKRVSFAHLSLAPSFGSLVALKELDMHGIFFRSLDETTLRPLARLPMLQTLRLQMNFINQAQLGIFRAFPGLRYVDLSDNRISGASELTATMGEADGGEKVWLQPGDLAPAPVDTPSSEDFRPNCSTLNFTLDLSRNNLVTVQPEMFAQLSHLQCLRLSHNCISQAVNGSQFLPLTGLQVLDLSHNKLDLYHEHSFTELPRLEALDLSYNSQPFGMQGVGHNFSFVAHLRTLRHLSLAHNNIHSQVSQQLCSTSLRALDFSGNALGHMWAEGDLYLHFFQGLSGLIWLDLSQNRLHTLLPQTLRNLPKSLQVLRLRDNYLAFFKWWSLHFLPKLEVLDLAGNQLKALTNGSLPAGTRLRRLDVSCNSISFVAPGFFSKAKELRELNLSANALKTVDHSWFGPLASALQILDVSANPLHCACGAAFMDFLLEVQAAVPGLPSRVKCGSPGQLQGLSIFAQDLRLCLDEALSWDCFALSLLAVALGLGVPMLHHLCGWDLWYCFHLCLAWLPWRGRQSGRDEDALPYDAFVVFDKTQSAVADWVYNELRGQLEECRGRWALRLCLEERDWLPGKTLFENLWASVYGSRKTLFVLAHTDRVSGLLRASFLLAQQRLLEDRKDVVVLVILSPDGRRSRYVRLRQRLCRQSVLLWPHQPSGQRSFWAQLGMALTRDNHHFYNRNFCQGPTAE
# NOD2 RIPK2 PPI = NOD2-RIPK2 protein interaction inhibition; CHO BLA complementation NOD2-RIPK2, CCF4 ratio; AID 624267; O43353; inhibition, % at 4.98 µM; actives 0.38% (n = 360,000); in the data active means inhibition above about 21%;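 further: 0% = vehicle only and 100% = reference blocker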
# EBV LMP1 NFkB = reduces LMP1-driven NF-kappaB luciferase signal; inhibition, % at 12.5 µM; LMP1-induced NF-kappaB luciferase reporter cells, luminescence; actives 0.69% (n = 350,000); in the data active means inhibition above about 41%;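 further: 0% = neutral control wells and 100% = reference inhibitor control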
# TROY NFkB inh = inhibitors of TROY-dependent NF-kB signaling. inhibition, % at 10 µM. actives 0.98% (n = 360,000). Q293 LMP1-TROYcd NF-kB luciferase reporter, 4 h;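 active means compounds whose plate-normalised and pattern-corrected inhibition of the luciferase reporter signal at the single screening dose is 50% or more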
# SRC2 inh = inhibits human steroid receptor coactivator 2; Q15596; HEK293 GAL4-SRC2 luciferase reporter, luminescence; inhibition, % at 9 µM; actives 0.17% (n = 370,000); AID 651957;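 active means inhibition above the mean inhibition of all tested compounds plus 3 SD, set per campaign, cut at about 52% in these data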;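 further: 0% = DMSO treated cells and 100% = cells given Gossypol at 36 µM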
# TRAIL sens C8 = caspase-8 TRAIL sensitization | AID 624354 | NB7+C8 cells + TRAIL, ATPlite viability luminescence | actives 1% (n = 360,000) | inhibition (viability loss, TRAIL sensitization), % at 10 µM;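 active means compounds causing at least 50% loss of cell viability in the single-dose screen, relative to plate controls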
# SRC1 inh = human NCOA1 inhibition. Q15788. HEK293 GAL4-SRC1 luciferase reporter, luminescence. inhibition, % at 3.6 µM. actives 0.12% (n = 360,000). AID 588354;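 active means inhibition above the campaign mean plus 3 SD, with each screening campaign given its own cutoff, cut at about 60% in these data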;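 further: 0% = DMSO treated cells and 100% = gossypol at 36 µM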
# An asterisk follows results filed as active; x = not tested or not shown.
SMILES,Vif inh,COUP-TFII inh,LRH-1 inv ag,NCOA3 inh,TLR9-MyD88 inh,NOD2 RIPK2 PPI,EBV LMP1 NFkB,TROY NFkB inh,SRC2 inh,TRAIL sens C8,SRC1 inh
O=c1c2ccccc2c2ccccc2c(=O)n1-c1ccccc1,1,0,3,6,-4,-12,12,6,-30,4,-13
COc1ccc(OC)c(Nc2nc(-c3ccccc3O)nc3ccccc23)c1,-2,-8,0,8,4,-1,-1,-8,-7,-3,-6
COC(=O)c1ccc(CNC(=O)c2ccc3oc(C(C)C)nc3c2)cc1,-4,-14,-42,-27,-6,-8,-29,-66,-5,-1,-57
COc1ccccc1NS(=O)(=O)c1cc(C(=O)N2CCCC2)ccc1F,x,8,16,10,-7,0,1,-18,-1,-11,-1
CC(OC(=O)c1cccs1)C(=O)NCc1ccco1 (stereo unspecified),5,-4,1,0,-17,-4,-8,-1,9,-3,-6
CC(CC(=O)c1ccccc1)=NCC(O)CN=C(C)CC(=O)c1ccccc1 (stereo unspecified),-3,-6,-30,0,-4,-14,0,-2,-7,-2,7
CCOC(=O)c1nn(-c2ccc3c(c2)CCN3C(C)=O)cc1O,4,-46,-117,-70,-2,0,13,20,-4,62*,-87
O=C(O)c1cc(S(=O)(=O)Nc2ccc(N3CCCCC3)cc2)ccc1Cl,9,-5,-14,-2,2,4,2,9,-6,-4,-5
Cc1cc(=O)oc2cc(OCC(=O)OCC(=O)Nc3ccc4ccccc4c3)ccc12,-5,-2,-10,-13,-8,-4,-3,-26,-9,0,-10
CC1CCCCC1NC(=O)Cn1nnc(-c2ccc(Cl)cc2)n1 (stereo unspecified),4,24,14,5,3,-42,5,-1,1,-5,7
O=[N+]([O-])c1ccc2c(c1)ncn2-c1ccccc1,-1,-17,-14,9,9,-4,-11,0,-25,-6,-16
CCOc1ccc(C(=O)NC(=S)Nc2cccnc2)cc1,9,-4,-62,-36,1,-2,-12,-53,-49,18,-44
O=C(c1cc2ccccc2o1)N1CCC(N2CCC(C(=O)N3CCCC3)CC2)CC1,14,11,-10,8,0,4,4,-20,-1,-3,-1
COc1ccc2ccccc2c1/C=N\NC(=O)c1cccnc1,20,-14,0,6,x,14,x,-11,0,1,2
COC(=O)[C@@H](NC(=O)NC1CCCc2ccccc21)C(C)C (stereo partly specified),-4,-12,15,13,-6,-6,-12,-5,-7,-5,1
COc1ccc(C(N)=O)c(OCC(=O)Nc2cc(C)on2)c1,-4,-7,-2,0,-4,-16,-5,-18,-15,-12,-18
N#Cc1cccc(-c2nnc(SCc3ccccc3C#N)o2)c1,5,-37,-44,-38,1,9,-12,-27,-46,15,-46
O=C(O)c1cccc(N=NN2CCOCC2)c1,3,-27,-5,-31,x,-11,-22,-20,-28,-2,-14
CC1CCC(NC(=O)Cn2c(=O)oc3cc(S(=O)(=O)N4CCCC4)ccc32)CC1 (stereo unspecified),2,3,12,-1,0,-2,-10,6,15,0,-23
COc1ccc(C(=O)OCC(=O)Nc2ccc(F)c(F)c2)cc1OC,-7,-2,1,10,1,-11,0,4,-19,-4,5
Nc1ncnc(NNC(=O)CNC(=O)c2c(F)cccc2Cl)c1[N+](=O)[O-],2,11,3,14,5,-10,1,7,-23,0,-21
CCN1CCN(c2ccccc2NC(=O)C(C)Oc2ccc(C(C)=O)cc2)CC1 (stereo unspecified),6,1,-11,16,1,-3,-5,-4,-8,-5,-7
Cc1cc(NC(=O)COc2cccc([N+](=O)[O-])c2)no1,1,19,6,21,-4,-1,-3,-11,12,-3,-2
COc1ccc2c(c1)C1(C)CC(C)(C)N2C(=O)N1c1ccccc1 (stereo unspecified),-12,7,4,-2,-1,-5,5,1,-10,3,7
O=C1CCC([N+](=O)[O-])C(c2ccc(Br)cc2)N1 (stereo unspecified),1,-4,-4,16,-11,0,-6,8,7,-26,4

# Part of the list above in order of length of the SMILES, smallest number first.
SMILES,Vif inh,COUP-TFII inh,LRH-1 inv ag,NCOA3 inh,TLR9-MyD88 inh,NOD2 RIPK2 PPI,EBV LMP1 NFkB,TROY NFkB inh,SRC2 inh,TRAIL sens C8,SRC1 inh
O=C(O)c1cccc(N=NN2CCOCC2)c1,3,-27,-5,-31,x,-11,-22,-20,-28,-2,-14
CC(OC(=O)c1cccs1)C(=O)NCc1ccco1 (stereo unspecified),5,-4,1,0,-17,-4,-8,-1,9,-3,-6
CCOc1ccc(C(=O)NC(=S)Nc2cccnc2)cc1,9,-4,-62,-36,1,-2,-12,-53,-49,18,-44
COc1ccc2ccccc2c1/C=N\NC(=O)c1cccnc1,20,-14,0,6,x,14,x,-11,0,1,2
O=[N+]([O-])c1ccc2c(c1)ncn2-c1ccccc1,-1,-17,-14,9,9,-4,-11,0,-25,-6,-16
CC1CCCCC1NC(=O)Cn1nnc(-c2ccc(Cl)cc2)n1 (stereo unspecified),4,24,14,5,3,-42,5,-1,1,-5,7
Cc1cc(NC(=O)COc2cccc([N+](=O)[O-])c2)no1,1,19,6,21,-4,-1,-3,-11,12,-3,-2
COc1ccc(C(=O)OCC(=O)Nc2ccc(F)c(F)c2)cc1OC,-7,-2,1,10,1,-11,0,4,-19,-4,5
COc1ccccc1NS(=O)(=O)c1cc(C(=O)N2CCCC2)ccc1F,x,8,16,10,-7,0,1,-18,-1,-11,-1
COC(=O)c1ccc(CNC(=O)c2ccc3oc(C(C)C)nc3c2)cc1,-4,-14,-42,-27,-6,-8,-29,-66,-5,-1,-57
CC(CC(=O)c1ccccc1)=NCC(O)CN=C(C)CC(=O)c1ccccc1 (stereo unspecified),-3,-6,-30,0,-4,-14,0,-2,-7,-2,7
CCN1CCN(c2ccccc2NC(=O)C(C)Oc2ccc(C(C)=O)cc2)CC1 (stereo unspecified),6,1,-11,16,1,-3,-5,-4,-8,-5,-7
Nc1ncnc(NNC(=O)CNC(=O)c2c(F)cccc2Cl)c1[N+](=O)[O-],2,11,3,14,5,-10,1,7,-23,0,-21
CC1CCC(NC(=O)Cn2c(=O)oc3cc(S(=O)(=O)N4CCCC4)ccc32)CC1 (stereo unspecified),2,3,12,-1,0,-2,-10,6,15,0,-23

# Next section:
SMILES,Vif inh,COUP-TFII inh,LRH-1 inv ag,NCOA3 inh,TLR9-MyD88 inh,NOD2 RIPK2 PPI,EBV LMP1 NFkB,TROY NFkB inh,SRC2 inh,TRAIL sens C8,SRC1 inh
Cc1c(OC(C)C(=O)NCC2CCC(C(=O)O)CC2)ccc2c3c(c(=O)oc12)CCCC3 (stereo unspecified),3,-12,-14,8,-13,2,0,-4,3,10,-36
CCN1CCSc2ccc(C(=O)NCc3cc(Br)ccc3OC)cc21,22,0,3,15,-1,-8,5,10,-30,5,0
COC(=O)[C@]12CCCCC=C1N(Cc1ccco1)C(=O)[C@H](CC(=O)N1CCCCC1)C2,x,1,-3,x,x,-16,x,0,-12,-7,x
O=C(CCc1ccccc1)c1nnc(-c2ccccc2)o1,5,-16,-8,-10,-15,1,-12,-43,-2,0,-3
NCCCCCc1nnc(SCc2ccccc2Cl)o1,-6,55*,17,18,-13,1,-8,-1,59*,-18,-5
CCN(CC(=O)Nc1ccc(OC)cc1)C(=O)c1ccc2ccccc2c1,12,10,-27,10,2,-8,5,-13,-34,-2,13
O=C(Nc1ccccc1C(=O)O)c1cc(S(=O)(=O)N2CCCCCC2)ccc1Cl,-3,13,-11,-1,-15,-20,-1,31,8,-3,-6
Cc1ccc2c(C)c(C(=O)N(Cc3ccc(N(C)C)cc3)C3CCS(=O)(=O)C3)oc2c1 (stereo unspecified),-6,-8,14,13,0,2,2,3,-5,-11,6
O=c1nc(/C=C/c2cc([N+](=O)[O-])ccc2Cl)cc(C(F)(F)F)[nH]1,0,13,-1,-15,-6,-7,-5,31,-24,6,-11
CC(C)(C)CC(=O)Nc1ccc(S(=O)(=O)N2CCCC2)cc1,3,-4,-16,4,-6,-6,-2,-4,19,-7,-1
CN1CCc2c(n(CC(O)CN3CCN(CCO)CC3)c3ccccc23)C1=O (stereo unspecified),24,-2,16,0,2,-10,-6,-6,4,-10,-24
O=S(=O)(c1ccc(Br)cc1)N1CCCc2ccccc21,-5,-1,12,-66,-3,0,-7,7,6,2,-1
CCCOc1ccc(S(=O)(=O)N2CCN(C)CC2)c2ccccc12,-1,1,-1,-5,-6,-8,-6,3,16,-14,-8
O=C1CC(=O)N2CCSC2=N1,12,3,-17,-1,-5,-4,4,-3,-29,2,7
O=C(CSc1nnc(SCc2cccc3ccccc23)s1)N/N=C/c1c[nH]c2ccccc12,5,10,-7,-16,-2,-6,-18,-15,20,7,-15
C=CCOc1ccc(-c2nc3c(c(=O)[nH]c(=O)n3CCCC)n2C)cc1OC,-12,-12,11,8,-9,6,7,-6,10,-6,-12
O=C(CCc1nnc2ccc(N3CCCC3)nn12)Nc1ccc(F)cc1F,-14,2,0,-8,0,-2,13,7,-16,1,-25
N=c1c(S(=O)(=O)c2ccc(Cl)cc2)cc2c(=O)n3ccccc3nc2n1Cc1cccnc1,1,x,-2,10,-13,-11,6,-27,x,20,-1
COc1c(N2CCN(C(=S)Nc3ccc(F)cc3)C(C)C2)c(F)cc2c(=O)c(C(=O)O)cn(C3CC3)c12 (stereo unspecified),17,0,19,12,-1,1,-4,3,-1,-4,4
Cc1[nH]c2ccccc2c1C(=O)CSc1cccc[n+]1[O-],-13,-13,8,-19,2,-4,-10,3,12,2,7
CCN(c1ccccc1)C1(O)C(=O)c2ccccc2C1=O,1,6,-20,-34,-9,-2,-1,-12,-10,-3,-3
Nc1nnnn1CC(=O)N/N=C/C=C/c1ccccc1,-8,-19,-10,4,x,2,-16,-28,13,-6,-16
O=C(Nc1ccc(F)cc1)c1ccc(Br)c(S(=O)(=O)N2CCOCC2)c1,-7,32,-14,18,-11,3,-3,22,5,8,15
O=C(c1cc2ccc([N+](=O)[O-])cc2oc1=O)N1CCOCC1,4,-13,9,4,4,-6,5,-5,10,-7,-29
CCOc1ccc(-c2noc(-c3csc([C@@H]4C[C@H](O)[C@@H](CO)O4)n3)n2)cc1,-12,-10,-50,-47,x,-7,x,-32,-27,17,-34
CC(=O)CCc1ccc(OCCCCN2CCC(Cc3ccccc3)CC2)cc1,-3,5,0,4,-9,3,-6,6,36,-28,14
COc1cc2c(cc1NC(=O)c1ccccc1F)CCCC2,-3,-15,-28,-23,11,6,-42,-43,-45,-10,-32
COc1ccc(CCNC(=O)COc2ccc(N(C)S(=O)(=O)c3ccc(Cl)cc3)cc2)cc1,-3,1,20,35,-11,0,14,9,-16,-3,-8
CCN(CCO)Cc1csc2ccc(Br)cc12,-13,10,-2,14,3,1,5,2,-8,-15,5

# High-throughput results deposited in PubChem BioAssay by several laboratories.

# An excerpt; count on the stated rates, not on these rows.
